Screening data: PubChem BioAssay, Broad Institute
S100A4 inh HTS: S100A4-myosin IIA interaction inhibition | P26447 | S100A4/TAMRA-MyoIIA peptide fluorescence polarization | inhibition, % at 10.7 µM | actives 0.14% (n = 360,000) | AID 652163;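 active means mean inhibition of at least 70% across replicates, with every replicate also reaching that level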
Target sequence (P26447 whole entry, looked up): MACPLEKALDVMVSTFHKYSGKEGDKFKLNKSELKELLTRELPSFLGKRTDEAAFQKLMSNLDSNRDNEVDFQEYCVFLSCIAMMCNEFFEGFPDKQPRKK
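Compound dosing: one dose per compound; test system: human S100A4 monomer with TAMRA-labelled myosin IIA peptide; probe or stimulus: TAMRA-labelled myosin IIA heavy-chain peptide probe, 5 nM; medium: HEPES buffer with Ca2+, pH 7.2; schedule: 5 min incubation before reading; benchmarks: neutral control DMSO, positive control TFP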
FN deposition inh: fibronectin deposition inhibition; AH1F fibroblasts, Alexa488-fibronectin deposition fluorescence, overnight; inhibition, % at 12.6 µM; actives 0.086% (n = 350,000);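 active means mean inhibition across replicates of 30% or more, regardless of how many single replicates reach that level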;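 further: positive control wells lacked labelled fibronectin entirely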
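Assay system: AH1F fibroblast monolayer, labelled fibronectin deposition. Amount: 10000 cells per well. Also added: labelled fibronectin 24 nM. Compound: single-point pinned compound. Incubation: cell attachment 1 h, compound and FN exposure overnight. Detection: fluorescence after three HBSS washes, excitation 485 nm, emission 525 nm. Read-out: inhibition of fibronectin deposition signal.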
EWS-Fli block: blocks EWS/Fli oncoprotein-driven transcription. A673 NR0B1-luciferase reporter, viability-normalised. inhibition, % at 12.6 µM. actives 0.67% (n = 350,000). AID 651661;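 active means mean inhibition of at least 50% after viability correction, with every replicate also passing that limit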;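 further: firefly luciferase signal divided by Alamar Blue viability fluorescence both relative to DMSO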
E-sel inducer: E-selectin induction on HUVECs. P16581. HUVEC E-selectin immunofluorescence imaging; normalized: neutral wells 0, TNF-alpha wells 100. activation, % at 7.58 µM. actives 0.37% (n = 260,000). AID 686992;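 active means mean E-selectin-positive cell signal at least 10% of the positive control, reached in at least 60% of replicates, without over 20% cell loss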;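 further: in these data hits start at about 27%; measured in HUVEC primary endothelial cells; signal is the percent of cells scored E-selectin positive by PE staining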
Target sequence (P16581 whole entry, looked up): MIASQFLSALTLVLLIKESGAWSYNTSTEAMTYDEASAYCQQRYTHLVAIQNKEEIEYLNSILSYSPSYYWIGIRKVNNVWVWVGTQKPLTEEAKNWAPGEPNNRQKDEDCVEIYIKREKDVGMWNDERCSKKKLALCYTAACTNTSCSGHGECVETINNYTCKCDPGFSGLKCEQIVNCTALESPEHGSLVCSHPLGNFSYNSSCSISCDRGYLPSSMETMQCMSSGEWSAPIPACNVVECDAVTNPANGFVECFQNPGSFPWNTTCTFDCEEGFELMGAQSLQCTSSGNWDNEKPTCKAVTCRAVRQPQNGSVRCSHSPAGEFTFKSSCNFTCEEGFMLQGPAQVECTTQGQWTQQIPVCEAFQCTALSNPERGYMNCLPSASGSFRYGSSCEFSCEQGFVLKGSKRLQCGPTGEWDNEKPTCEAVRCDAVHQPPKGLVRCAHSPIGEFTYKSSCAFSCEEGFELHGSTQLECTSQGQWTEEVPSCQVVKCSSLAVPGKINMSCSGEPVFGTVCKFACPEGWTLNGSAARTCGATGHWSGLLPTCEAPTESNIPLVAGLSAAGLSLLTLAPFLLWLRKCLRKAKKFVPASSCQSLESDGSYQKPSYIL
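System: HUVEC, human umbilical vein endothelial cells; quantity: 3,000 cells/well; buffer or medium: EGM-2 medium, gelatin-coated wells; dosing: single-point compound dose; detection: immunofluorescence imaging; evaluation: % PE-positive cells; benchmarks: TNF-alpha, DMSO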
RAD54 branch: blocks human RAD54 Holliday junction branch migration; inhibition, % at 10.4 µM; AID 602329; actives 0.14% (n = 360,000); FAM/BHQ fluorescence;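 active means mean normalized replicate activity at least 40 and at least half of replicates scoring 40 or more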;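 further: 0% = median of neutral control wells and 100% = median of positive control wells; inhibitors cause a drop in the FAM fluorescence signal; in these data hits start at about 50%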
XiGFP reactiv: activators of X-chromosome reactivation in mouse fibroblasts. XiGFP mouse fibroblasts, % GFP-positive cells imaging, 3 d; cells co-treated with 5-aza-dC sensitizer; scaled so ellipticine positive control = 100%. activation, % at 7.58 µM. actives 0.055% (n = 360,000). AID 743238;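 active means mean normalized replicate activation at least 10% and every replicate at or above 10%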;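 further: 0% = median of on-plate neutral control wells and 100% = ellipticine 6 µM median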
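Material: SV40-immortalized XiGFP fibroblast cells, line 68-5-11 | Buffer or medium: DMEM containing 5-aza-dC | Dosing: One concentration, pinned | Times: 3 d treatment, 15 min room-temperature fixation | Controls: Ellipticine 6 µM positive control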
esBAF inh: SWI/SNF esBAF complex inhibition | mouse ES cells, Bmi1-luciferase knock-in reporter, 24 h; 100% = twice the neutral-well signal | reporter increase, % at 12.5 µM | actives 2% (n = 350,000) | AID 602393; in the data active means activation above about 40%;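 further: 0% = median of the plate's neutral control wells and 100% = double that signal; a rise in the Bmi1 reporter signal indicates esBAF inhibition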
RAD52 anneal inh: RAD52 (human) annealing inhibition; recombinant RAD52 DNA annealing, FRET fluorescence; actives 0.46% (n = 360,000); P43351; AID 651710; inhibition, % at 18.7 µM;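 active means every replicate showing at least 50% inhibition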
* marks the source's active call; other numbers are inactive results; . = not tested or not shown; & = joins results of further samples.

1) CC(C)NC(=O)N(C)C[C@H]1Oc2ccc(NS(=O)(=O)c3ccc(Cl)cc3)cc2CC(=O)N([C@@H](C)CO)C[C@@H]1C
2) CO[C@@H](CN(C)C(=O)c1cnccn1)[C@H](C)CN([C@H](C)CO)S(=O)(=O)c1ccccc1
3) Cc1ccc(CSCc2ccc(C(=O)NCCCN3CCOCC3)o2)cc1
4) CC(c1ccccn1)N(C)C(=O)c1ccc2nc(Cc3cccc(Cl)c3)oc2c1 (configuration not stated)
5) COc1cc(C2CC(=O)N3CN(Cc4ccco4)CSC3=C2C#N)ccc1OCc1ccccc1 (configuration not stated)
6) c1ccc2c(c1)CSc1ccccc1N2

Compound	1	2	3	4	5	6
S100A4 inh HTS	-17&-12	-1	4	-6	-3	-2
FN deposition inh	-5	-20	3	4	7	-6
EWS-Fli block	-7&-3	-10	10	-65	14	-34
E-sel inducer	-2.5&0.1	-0.1	13	-1.2	0.0	-0.1
RAD54 branch	2&12	6	-4	6	1	-2
XiGFP reactiv	0.0&0.0	0.0	-0.1	0.2	0.1	-0.2
esBAF inh	6&1	0	.	73*	3	.
RAD52 anneal inh	12&-16	-3	-10	-6	-13	-9

Arranged by SMILES length (rising): part of the list above
3) Cc1ccc(CSCc2ccc(C(=O)NCCCN3CCOCC3)o2)cc1
5) COc1cc(C2CC(=O)N3CN(Cc4ccco4)CSC3=C2C#N)ccc1OCc1ccccc1 (configuration not stated)
2) CO[C@@H](CN(C)C(=O)c1cnccn1)[C@H](C)CN([C@H](C)CO)S(=O)(=O)c1ccccc1

Compound	3	5	2
S100A4 inh HTS	4	-3	-1
FN deposition inh	3	7	-20
EWS-Fli block	10	14	-10
E-sel inducer	13	0.0	-0.1
RAD54 branch	-4	1	6
XiGFP reactiv	-0.1	0.1	0.0
esBAF inh	.	3	0
RAD52 anneal inh	-10	-13	-3

Further entries
7) COc1ccc(C(CC(=O)N2CCCCC2)c2c(O)cc(OC)cc2OC)cc1 (configuration not stated)
8) CO[C@@H]1CN(C)C(=O)c2ccc(NS(C)(=O)=O)cc2OC[C@H](C)N(Cc2nccs2)C[C@@H]1C
9) COc1ccc(NC(=O)N(C)C[C@H]2Oc3ccc(NC(=O)c4ccncc4)cc3CC(=O)N([C@H](C)CO)C[C@@H]2C)cc1
10) COc1ccc(CCC(=O)NCC(=O)OCc2ccccc2)cc1
11) Cn1cnc(S(=O)(=O)N[C@H]2CC[C@@H](CC(=O)Nc3ccc(-c4ccccc4)cc3)O[C@H]2CO)c1
12) CS(=O)(=O)N(CC(=O)N1CCCC1)c1ccc(Cl)cc1Cl

Compound	7	8	9	10	11	12
S100A4 inh HTS	9	5	2	-4	-3	-6
FN deposition inh	-3	3	.	1	.	-1
EWS-Fli block	1	11	-2	5	-7	-3
E-sel inducer	-0.1	-0.2	41*	-0.1	-0.4	0.4
RAD54 branch	-1	4	-6	-3	5	2
XiGFP reactiv	-0.1	0.0	-0.2	0.2	-0.3	-0.1
esBAF inh	0	0	0	-6	6	-8
RAD52 anneal inh	1	4	0	-7	11	-3

13) O=C(CSc1nnc(Cc2ccccc2)o1)N1CCOCC1
14) O=C(NCc1ccc2c(c1)OCO2)C1CC(c2ccccc2O)=NO1 (configuration not stated)
15) C[C@H](CO)N1C[C@H](C)[C@@H](CN(C)Cc2ccc(Cl)c(Cl)c2)Oc2ccc(NC(=O)CCC(F)(F)F)cc2C1=O
16) C[C@@H]1CN([C@H](C)CO)C(=O)CCCn2cc(nn2)CO[C@@H]1CN(C)C(=O)c1ccc2ccn(C)c2c1
17) COC(=O)[C@H]1[C@H](CO)[C@H]2Cn3c(ccc(-c4ccccc4OC)c3=O)[C@H]2N1CC1CCOCC1
18) CCCC(=O)Nc1ccc2c(c1)OC[C@@H](C)NC[C@H](C)[C@@H](OC)CN(C)C2=O

Compound	13	14	15	16	17	18
S100A4 inh HTS	6	-3	15	.	1	6
FN deposition inh	.	.	.	-11	.	-7
EWS-Fli block	11	-23	.	-4	-4	-2
E-sel inducer	.	.	-0.8	0.1	0.3	0.0
RAD54 branch	9	-1	-9	.	14	-5
XiGFP reactiv	.	.	-0.1	0.1	-0.1	0.0
esBAF inh	-5	-1	-5	-2	-5	0
RAD52 anneal inh	-20	-6	12	.	-3	-15

19) CC1=C(C(=O)OC(C)C)C(c2cn(-c3ccccc3)nc2-c2cccs2)NC(=O)N1 (configuration not stated)
20) C[C@@H]1CCCCO[C@@H](CN(C)C(=O)c2ccncc2)[C@H](C)CN([C@H](C)CO)C(=O)c2cc(NC(=O)c3ccccc3)ccc2O1
21) C=CCN(c1ccccc1C(=O)O)S(=O)(=O)c1ccc(NC(=O)OC)cc1
22) Cn1cnc(S(=O)(=O)N2CCCCN3[C@H](CO)[C@H](c4ccc(-c5ccc(F)cc5)cc4)[C@@H]3C2)c1
23) COc1ccc(-c2oc(=O)c3cc(OC)c(OC)cc3c2/C=C/c2cccc([N+](=O)[O-])c2)cc1
24) COc1ccc(CC(=O)OCC(=O)c2c(N)n(C)c(=O)n(C)c2=O)cc1OC

Compound	19	20	21	22	23	24
S100A4 inh HTS	-2	0	2	-4	7	-2
FN deposition inh	10	.	-6	.	1	-9
EWS-Fli block	0	.	5	-19	12	-1
E-sel inducer	.	0.4	3.2	0.1	.	.
RAD54 branch	-10	0	2	-11	-3	-8
XiGFP reactiv	0.1	0.0	-0.2	1.5	0.0	0.0
esBAF inh	-3	1	-1	.	-4	-1
RAD52 anneal inh	-24	1	-15	-18	-11	0

2 of the compounds above, tab-delimited.
no.	SMILES	S100A4 inh HTS	FN deposition inh	EWS-Fli block	E-sel inducer	RAD54 branch	XiGFP reactiv	esBAF inh	RAD52 anneal inh
7	COc1ccc(C(CC(=O)N2CCCCC2)c2c(O)cc(OC)cc2OC)cc1 (configuration not stated)	9	-3	1	-0.1	-1	-0.1	0	1
8	CO[C@@H]1CN(C)C(=O)c2ccc(NS(C)(=O)=O)cc2OC[C@H](C)N(Cc2nccs2)C[C@@H]1C	5	3	11	-0.2	4	0.0	0	4

Additional entries follow:
25) OC(Cc1ccccc1)c1ncc(-c2ccc(Cl)cc2)[nH]1 (configuration not stated)
26) O=C(C[C@@H]1CC[C@H]2[C@@H](COC[C@H](O)CN2S(=O)(=O)c2ccccc2)O1)Nc1ccc(-c2ccccc2)cc1
27) C[C@H](CO)N1C[C@H](C)[C@H](CN(C)S(=O)(=O)c2ccc(F)cc2)Oc2ccc(NS(=O)(=O)c3cn(C)cn3)cc2CC1=O
28) CCOc1ccc(CCN2C(=S)N([C@@H](Cc3ccccc3)CN3CCCC3CN3C(=S)NC[C@@H]3Cc3ccccc3)C[C@@H]2Cc2ccc(O)cc2)cc1 (some centres not stated)
29) CC(NC(=O)[C@H](C)NC(=O)C1CC(=O)N(c2ccc3c(c2)OCO3)C1)c1ccccc1 (some centres not stated)
30) C[C@@H]1CN([C@@H](C)CO)C(=O)Cc2cc(NS(=O)(=O)c3cccs3)ccc2O[C@@H]1CN(C)CC1CC1

Compound	25	26	27	28	29	30
S100A4 inh HTS	5	6	-18	-5	21	2
FN deposition inh	-3	-2	.	3	8	.
EWS-Fli block	-14	1	-13	9	-3	-10
E-sel inducer	0.3	0.9	-0.2	0.2	.	-0.5
RAD54 branch	1	3	.	.	.	-4
XiGFP reactiv	0.0	-0.1	-0.2	0.0	0.2	0.0
esBAF inh	15	0	2	.	.	0
RAD52 anneal inh	12	12	8	-14	-7	6

31) CC(C)NC(=O)Nc1ccc2c(c1)C(=O)N([C@H](C)CO)C[C@H](C)[C@@H](CN(C)C(=O)Cc1ccccc1)OCCCC[C@H](C)O2
32) CS(=O)(=O)N(CC(=O)NCCSCc1ccccc1)c1ccccc1
33) CCCC(=O)Nc1ccc2c(c1)C(=O)N(C)[C@@H]1CC[C@H](CC(=O)OC)O[C@H]1CO2
34) NCCCC[C@@H](C(=O)N1CCNCC1)n1cc(CCC(=O)O)nn1
35) COc1ccc(C#Cc2cccc(-c3nc(C(=O)Nc4ccc(-c5ccccc5)cc4)cc4c3[C@@H](CCO)N(S(=O)C(C)(C)C)C4)c2)cc1OC (some centres not stated)
36) Nc1c(Cl)cc(C2=NCCn3nc4cc([N+](=O)[O-])ccc4c32)cc1Cl

Compound	31	32	33	34	35	36
S100A4 inh HTS	-1	-5	.	-1	-14	1
FN deposition inh	4	-5	-7	-8	-8	9
EWS-Fli block	.	6	-1	-67	3	14
E-sel inducer	-0.1	.	0.1	0.0	8.5	0.1
RAD54 branch	4	1	6	2	.	-7
XiGFP reactiv	0.4	0.0	0.2	0.0	0.0	0.2
esBAF inh	.	-2	-2	-1	.	-8
RAD52 anneal inh	7	-18	.	-1	-48	-17

37) CCOc1ncccc1C(=O)Nc1cc(S(=O)(=O)N2CCCCC2)ccc1OC
38) CCCNC(=O)N(C)C[C@H]1Oc2cc(C#CC3CC3)ccc2S(=O)(=O)N([C@H](C)CO)C[C@H]1C
39) CCN(C(=O)CCc1nnc2ccc(N3CCC4(CC3)OCCO4)nn12)c1ccccc1
40) CC(=O)Nc1ccccc1C(=O)N1CCN(c2cccc(C)c2C)CC1
41) Cc1ccc(Cc2c(-c3cccc(Cl)c3)nc3ccc(C)cn23)cc1
42) O=C(c1cc(-c2cccc(O)c2)on1)N1CCCCCC1

Compound	37	38	39	40	41	42
S100A4 inh HTS	0	8	0	2	-10	-4
FN deposition inh	3	.	8	-12	-2	-2
EWS-Fli block	19	-4	10	-5	-65	-86
E-sel inducer	-0.1	-0.1	.	.	0.2	.
RAD54 branch	-11	7	2	.	3	-11
XiGFP reactiv	0.0	-0.3	0.1	0.0	-0.1	0.0
esBAF inh	0	0	-3	.	19	36
RAD52 anneal inh	-4	4	-8	-4	-196	-19

43) CC(C)N(C(=O)[C@H]1C[C@H](CC(=O)NCCN2CCOCC2)C(=O)N2CCc3c([nH]c4cc(-c5ccco5)ccc34)[C@]12C)C(C)C
44) COCCNc1nc(NCCOc2ccccc2)c2sc(-c3ccccc3)cc2n1
45) O=C(c1ccc(CNS(=O)(=O)c2ccc(Br)cc2)cc1)N1CCCCCC1
46) CS(=O)(=O)Nc1ccc2c(c1)[C@H]1C[C@@H](CC(=O)N3CCOCC3)O[C@@H](CO)[C@H]1O2
47) NC(=O)c1c(NC(=O)C2CCCO2)sc2c1CCCC2 (configuration not stated)

Compound	43	44	45	46	47
S100A4 inh HTS	0	-3	1	-1	-1
FN deposition inh	-11	11	1	0	-4
EWS-Fli block	8	-17	.	5	-11
E-sel inducer	0.0	0.8	.	-0.4	-0.2
RAD54 branch	12	1	2	11	.
XiGFP reactiv	0.1	0.0	0.6	0.2	0.1
esBAF inh	-9	13	2	-9	.
RAD52 anneal inh	-3	-43	-14	-3	-1
